Compound activity (PubChem BioAssay)
RGS4 pot = potentiators or activators of RGS4. AID 463111. HEK293 M3R/inducible RGS4, carbachol calcium flux Fluo4; active compounds read low. B-score at 10 µM. 310,000 compounds, 0.92% hits;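 active = B-score of the integrated calcium signal more than 4 SD below the library mean, with starting fluorescence not abnormally high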;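 also: negative B-score means reduced calcium response which marks RGS4 activation or potentiation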
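System: HEK293 FlpIn-TREx cells, stable M3R, doxycycline-inducible RGS4. Timing: overnight RGS4 induction, 30 min dye load 37 °C, 20 min compound RT. Also added: carbachol, ECmax concentration. Measured by: Fluo4 fluorescence kinetic imaging of calcium. Evaluation: integrated calcium ratio converted to B score.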
KCNK9 block = human KCNK9 channel inhibition; Q9NPC2; HEK293 KCNK9, FluxOR thallium flux fluorescence; active compounds read low; B-score at 10 µM; 310,000 compounds, 1.2% hits;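 active = ratio B-score over 3 SD below the library mean, with starting fluorescence within 5 SD of its mean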;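 also: negative B-score means less thallium flux so channel inhibition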
Target sequence (Q9NPC2 whole entry, looked up): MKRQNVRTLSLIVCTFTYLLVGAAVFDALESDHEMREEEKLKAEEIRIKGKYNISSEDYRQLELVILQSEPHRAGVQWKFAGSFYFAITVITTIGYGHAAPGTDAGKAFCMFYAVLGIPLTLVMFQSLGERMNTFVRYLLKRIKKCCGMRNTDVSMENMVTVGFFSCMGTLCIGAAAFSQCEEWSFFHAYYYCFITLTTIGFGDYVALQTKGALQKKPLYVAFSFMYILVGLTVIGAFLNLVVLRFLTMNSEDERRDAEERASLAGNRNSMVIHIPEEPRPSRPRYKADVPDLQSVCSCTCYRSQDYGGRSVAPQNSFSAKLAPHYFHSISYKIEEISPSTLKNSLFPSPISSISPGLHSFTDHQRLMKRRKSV
KCNK3 block = human KCNK3 channel inhibition, primary screen; O14649; CHO-KCNK3 thallium flux, FluxOR fluorescence; active compounds read low; B-score at 10 µM; 340,000 compounds, 0.84% hits;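 active = B-score under library mean minus 4 SD, starting fluorescence ratio at most library mean plus 5 SD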;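 also: more negative B-score means stronger inhibition of thallium flux through KCNK3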
KCNQ1 inh = inhibitors of human KCNQ1 potassium channel; B-score at 10 µM; 310,000 compounds, 1.3% hits; CHO-K1 KCNQ1, FluxOR thallium flux fluorescence; active compounds read high; AID 2642;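 active = compounds whose thallium flux B-score, printed positive for inhibition, exceeds three library SD while starting fluorescence stays within three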;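 also: channel opened by potassium depolarization with thallium stimulus after 20 min compound exposure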
Target sequence (P51787 whole entry, looked up): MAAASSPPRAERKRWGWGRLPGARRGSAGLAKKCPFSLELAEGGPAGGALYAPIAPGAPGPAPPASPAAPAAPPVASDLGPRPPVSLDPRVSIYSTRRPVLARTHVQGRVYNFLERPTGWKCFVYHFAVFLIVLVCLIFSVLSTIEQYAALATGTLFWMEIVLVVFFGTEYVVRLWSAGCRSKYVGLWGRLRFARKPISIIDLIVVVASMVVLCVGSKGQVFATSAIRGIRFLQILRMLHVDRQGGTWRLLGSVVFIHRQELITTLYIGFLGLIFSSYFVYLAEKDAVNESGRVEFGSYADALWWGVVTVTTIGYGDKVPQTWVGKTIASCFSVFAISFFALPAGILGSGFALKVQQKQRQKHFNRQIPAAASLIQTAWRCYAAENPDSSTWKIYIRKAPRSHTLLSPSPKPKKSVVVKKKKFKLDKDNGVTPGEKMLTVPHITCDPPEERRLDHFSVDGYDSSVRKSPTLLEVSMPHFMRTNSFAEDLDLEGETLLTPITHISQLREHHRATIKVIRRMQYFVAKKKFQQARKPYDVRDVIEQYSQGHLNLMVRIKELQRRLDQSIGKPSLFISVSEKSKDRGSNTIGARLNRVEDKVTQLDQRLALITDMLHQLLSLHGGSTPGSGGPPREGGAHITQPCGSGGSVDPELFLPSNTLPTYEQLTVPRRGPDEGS
GSK3beta inhib = blocks human GSK3beta kinase activity; 300,000 compounds, 0.038% hits; activity score (negative = inhibition), % at 10 µM; P49841; GST-GSK3beta kinase, ADP-Glo luminescence, 60 min; active compounds read low;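 active = more than half of replicate wells score below -50%, meaning over 50% inhibition versus plate controls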;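 also: 0% = median DMSO wells and -100% = median GW8510 positive control wells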
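Test system: GST-tagged human GSK3beta kinase, cell-free; evaluation: activity score scaled between in-plate DMSO and GW8510 controls; measured by: ADP-Glo luminescence; incubation: 60 min reaction, RT; benchmarks: DMSO and 20 µM GW8510; reagent: peptide substrate plus 25 µM ATP (final); medium: Tris/MgCl2 kinase buffer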
KCNQ1 pot = human KCNQ1 channel potentiation or activation; P51787; CHO-K1 KCNQ1, thallium flux FluxOR fluorescence; active compounds read high; B-score at 10 µM; 310,000 compounds, 0.35% hits;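 active = fluorescence ratio B-score, a plate-corrected score, at least three library SD, with initial intensity B-score within 5 SD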
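Doses: Single concentration per compound, DMSO matched to controls | Test system: KCNQ1-transfected CHO-K1 cells | Timing: 90 min dye loading and 20 min compound exposure, both at room temperature | Measured by: Kinetic FluxOR thallium fluorescence, 10-s 1-Hz baseline, 110-s post-stimulus read | Medium: Assay buffer with matched DMSO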
hERG rescue = shields human hERG channel from block by proarrhythmic agents | Q12809 | CHO-hERG, FluxOR thallium flux, dofetilide IC70 present | activation (rescue from dofetilide block), less the hit threshold, % at 10 µM | 310,000 compounds, 0.51% hits | AID 1511;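 active = activation above the mean of controls blocked by dofetilide plus 5 SD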;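 also: thallium influx through hERG after potassium depolarization seen as dye fluorescence rise; in these data hits start at about 4.7%; inactives centre near -7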
DYRK1A inh = inhibitors of rat Dyrk1A kinase; Q63470; 310,000 compounds, 0.43% hits; inhibition, % at 12.5 µM; ADP-Glo luminescence, NFATc1 peptide; in the data active = inhibition above about 50%;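 also: plate controls were vehicle with enzyme for no effect and no enzyme for full effect; many of its hits are not listed in these tables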
PolyA inh = blocks polyadenylation in yeast reporter cells. AID 1875. 300,000 compounds, 0.02% hits. S. cerevisiae SKY197-pL101 polyadenylation reporter, beta-gal luminescence; efflux-impaired pdr1/pdr3 knockout yeast; score 100 = 6 SD above DMSO. calls only at 12 µM;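 active = lowest replicate activity score at least 50, where 100 means six control SD above control mean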;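 also: yeast exposed to compound for 9 h at 30 °C; higher score means more reporter readthrough which indicates perturbed polyadenylation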
RGS4 block = inhibitors of human RGS4 | B-score at 10 µM | HEK293 M3R/RGS4 inducible, Fluo-4 calcium flux; active compounds read high; triggered by carbachol at its EC20 | P49798 | 310,000 compounds, 0.45% hits | AID 463165;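 active = B-score, a plate-corrected calcium signal, over three deviations above library mean, with baseline fluorescence within five deviations of library mean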;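 also: RGS4 expression induced by doxycycline in cells with stable M3 receptor; B-score is computed from the integrated fluorescence ratio over baseline after carbachol; higher B-score means a larger calcium signal and so more RGS4 inhibition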
GSK3A inh = blocks human GSK-3 alpha kinase; P49840; ADP-Glo luminescence, 60 min; inhibition, % at 10 µM; 320,000 compounds, 0.1% hits;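 in the data active = inhibition above about 50%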;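 also: GST-tagged GSK-3 alpha with peptide substrate and 25 µM ATP; 0% = DMSO neutral wells and 100% = GW8510 positive control wells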
* hit, by the source's call; i = inactive; nt = no result given. A portion of the library, so the mix of outcomes need not match the whole.

nr	molecule	RGS4 pot	KCNK9 block	KCNK3 block	KCNQ1 inh	GSK3beta inhib	KCNQ1 pot	hERG rescue	DYRK1A inh	PolyA inh	RGS4 block	GSK3A inh
1	CC(=O)c1ccc(N2CCN(C(=O)C3CCCN(S(=O)(=O)c4cnc[nH]4)C3)CC2)cc1 (stereo not drawn)	i	i	i	i	3	i	-12	1	i	i	-1
2	CCCC[C@H](CN[C@@H](CNC)[C@H](C)CC)NCCC12CCC(CC1)C2	i	i	i	i	-6	i	-9	4	i	i	3
3	CCOC(=O)Cc1csc(NC(=O)Cc2ccc(Cl)cc2)n1	i	i	i	i	3	i	-8	2	i	i	5
4	COC(=O)c1ccccc1NC(=O)CSc1n[nH]c(-c2ccco2)n1	i	i	i	i	5	i	-4	0	i	i	-5
5	CCCc1cc(-c2ccc(O)c(OCC)c2)c(C#N)c(N)n1	i	i	i	i	0	i	-3	-1	i	i	nt
6	Cc1onc(-c2ccccc2)c1C(=O)N1CCN(Cc2ccc3c(c2)OCO3)CC1	i	i	i	i	1	i	-6	3	i	i	0
7	Cc1ccc(S(=O)(=O)N2CCCCC2)cc1C(=O)NC1CCCCC1	i	i	i	i	-8	i	-3	-2	i	i	6
8	CCN(CC)S(=O)(=O)c1ccc(N2CCCC2)c(C(=O)Nc2ccc(OC)c(Cl)c2)c1	i	i	i	i	-2	i	-9	1	i	i	0
9	O=C(NNc1ncnc2c1cnn2-c1ccccc1)c1cccs1	i	i	i	i	6	i	-10	15	i	i	-1
10	CCOc1ccc2[nH]cc(C(=O)NCCCN3CCOCC3)c(=O)c2c1	i	i	i	i	1	i	-6	nt	i	i	1
11	Cc1ccc(CC2CC(=O)N(c3nc4ccccc4n3C)C2=O)cc1 (stereo not drawn)	i	i	i	i	3	i	-14	17	i	i	-5
12	CC1CN(S(=O)(=O)c2ccc(F)cc2)C(C)N1C(=O)N1CCOCC1 (stereo not drawn)	i	i	i	i	1	i	-5	-1	i	i	-1
13	COCCCNC(=O)c1ccc(C2SCC(=O)N2Cc2ccco2)cc1 (stereo not drawn)	i	i	i	i	5	i	-15	-7	i	i	1
14	Nc1nc2n(n1)C(c1cccs1)CC(c1ccccc1)N2 (stereo not drawn)	i	i	i	i	4	i	-7	-3	i	i	2
15	O=C(Nc1ccccc1)N1CCCN(c2ccc(C(F)(F)F)cc2[N+](=O)[O-])CC1	i	i	i	i	-1	i	-12	nt	i	i	1

Going on with the list.
nr	molecule	RGS4 pot	KCNK9 block	KCNK3 block	KCNQ1 inh	GSK3beta inhib	KCNQ1 pot	hERG rescue	DYRK1A inh	PolyA inh	RGS4 block	GSK3A inh
16	Cc1n[nH]c(C)c1S(=O)(=O)N(CC(=O)N1CCc2ccccc21)c1ccc(C(C)C)cc1	i	i	i	i	3	i	-2	8	i	i	-2
17	COc1cccc(-c2nnc(SCC(N)=O)n2-c2ccc(Cl)cc2)c1	i	i	i	i	1	i	-1	-6	i	i	-5
18	CC(C)OC(=O)CSc1nnc(-c2cccnc2)n1Cc1ccccc1	i	i	i	i	-22	i	-9	-8	i	i	-3
19	COc1cc(NS(=O)(=O)c2ccc(NC(=S)NC(=O)c3ccccc3)cc2)nc(OC)n1	i	i	i	i	4	i	-10	13	i	i	-5
20	Cc1ccc(/C(O)=C2/C(=O)C(=O)N(c3ccccn3)C2c2ccc(F)cc2)cc1 (stereo not drawn)	i	i	i	i	0	i	-12	nt	i	i	3
21	Cc1cc(NC(=O)CC(F)(F)F)n(-c2ccccc2)n1	i	i	i	i	-6	i	-11	-1	i	i	-1
22	C=CCOc1ccc(C(c2c(C)n(C)n(-c3ccccc3)c2=O)c2c(C)n(C)n(-c3ccccc3)c2=O)cc1	i	i	i	i	2	i	-6	-1	i	i	0
23	COc1ccc(-n2cnc3cc(NCc4cccs4)ccc32)cc1	i	i	i	i	-2	i	-11	5	i	i	-2
24	CCC(=O)N1c2ccccc2NC2=C(C(=O)CCC2)C1c1ccccc1 (stereo not drawn)	i	i	i	i	0	i	-7	12	i	i	-1
25	O=C(N/N=C/c1ccco1)c1ccc(NC(=O)C2CC2)cc1	i	i	i	i	0	i	-7	-2	i	i	2
26	COc1ccc(CNC(=O)Cc2csc(NC(=O)Nc3ccccc3OC)n2)cc1	i	i	i	i	1	i	-13	2	i	i	-1
27	Cn1c(Br)nc2c1c(=O)n(Cc1ccccc1)c(=O)n2C	i	i	i	i	-2	i	-6	15	i	i	-3
28	CCOC(=O)Cn1c(-c2cccnc2Cl)nc2cc(C)c(C)cc21	i	i	i	i	1	i	-7	-4	i	i	0
29	COc1ccc(C2(O)CCN(C(=O)c3ccc4c(c3)OCO4)CC2)cc1	i	i	i	i	3	i	-3	1	i	i	1
30	C#CCOCCOCCOCCNc1nc(N2CCN(C(=O)[C@H](Cc3ccc(O)cc3)n3cc([C@@H](N)C(C)CC)nn3)CC2)nc(N2CCN(C(=O)[C@H](Cc3cc4ccccc4[nH]3)n3cc([C@@H](N)Cc4ccc(O)cc4)nn3)CC2)n1 (stereo partly drawn)	i	i	nt	i	-16	i	-14	nt	i	i	0

(list continues)
nr	molecule	RGS4 pot	KCNK9 block	KCNK3 block	KCNQ1 inh	GSK3beta inhib	KCNQ1 pot	hERG rescue	DYRK1A inh	PolyA inh	RGS4 block	GSK3A inh
31	Nc1ccc(C(=O)c2ccc3c(c2)OCCO3)cc1N	i	i	i	i	2	i	-10	1	i	i	4
32	CC(C)(C)NC(=O)NC(=O)CN1CCCCC1	i	i	i	i	4	i	-10	1	i	i	-1
33	CCOc1ccc(C2/C(=C(\O)c3ccc4c(c3)OCCO4)C(=O)C(=O)N2CCN2CCOCC2)cc1OCC (stereo not drawn)	i	i	i	i	6	i	-10	-10	i	i	-4
34	CSc1ccc(Cl)c(C(=O)NCC(C)C)c1	i	i	i	i	5	i	-6	-5	i	i	4
35	CCOc1ccc(-c2cnc(N)n2C)cc1	i	i	i	i	4	i	-6	-8	i	i	-1
36	CCOC(=O)/C(C#N)=C\c1ccc(N2CCN(C/C=C/c3ccccc3)CC2)cc1	i	i	i	i	3	i	-13	-1	i	i	-5
37	CS(=O)(=O)Nc1cccc(C2=NN(C(=O)c3cccc(F)c3)C(c3cccs3)C2)c1 (stereo not drawn)	i	i	i	i	1	i	-11	2	i	i	1
38	CCN1C(=O)c2ccc(C(=O)NCc3ccc4c(c3)OCO4)cc2C1=O	i	i	i	i	0	i	-11	1	i	i	-2
39	COc1ccc(C2CC(c3ccc4ccccc4c3)=NN2C(=O)CSc2ncccn2)cc1 (stereo not drawn)	i	i	i	i	-3	i	-11	2	i	i	-4
40	CCN1C(=O)[C@H]2[C@@H](c3ccc(-c4ccccc4)cc3)N3CCC[C@@]3(C(=O)OC)[C@H]2C1=O	i	i	i	i	4	i	-14	10	i	i	7
41	C/C(=N\O)C1(C)N(O)C(C)(C)C(c2ccco2)=[N+]1[O-] (stereo not drawn)	i	i	i	i	-1	i	-4	1	i	i	-21
42	CC(=O)Nc1ccc(S(=O)(=O)N2CCN(Cc3ccccn3)CC2)cc1	i	i	i	i	0	i	-3	-8	i	i	-3
43	CCOC(=O)C1=C(N)OC2=C(C(=O)CC(C)(C)C2)C1c1ccco1 (stereo not drawn)	i	i	i	i	-5	i	-3	1	i	i	1
44	O=C(CSc1nc2ncc(Cl)cc2[nH]1)NC1CCS(=O)(=O)C1 (stereo not drawn)	i	i	i	i	0	i	4	-8	i	i	5
45	Cc1ccc2[nH]c(=O)c(COC(=O)C3CCCCC3)cc2c1	i	i	i	i	-3	i	-5	3	i	i	nt

Going on with the list.
nr	molecule	RGS4 pot	KCNK9 block	KCNK3 block	KCNQ1 inh	GSK3beta inhib	KCNQ1 pot	hERG rescue	DYRK1A inh	PolyA inh	RGS4 block	GSK3A inh
46	Nc1nnc(SCC(=O)Nc2ccccc2N2CCOCC2)s1	i	i	i	i	2	i	-5	-7	i	i	-18
47	O=c1nc(NCc2ccco2)sc2ncccc12	i	i	i	i	2	i	-5	5	nt	i	-1
48	CC1(C)CC(=O)C(C(=O)c2ccccc2)C(=O)C1Cl (stereo not drawn)	i	i	i	i	2	i	-5	nt	i	i	-1
49	CCOC(=O)N1CCN(C(=O)c2cc3cc(Cl)ccc3[nH]2)CC1	i	i	i	i	-1	i	-8	3	i	i	0
50	Cc1cc(C)nc(Sc2ccc3nnnn3n2)n1	i	i	i	i	1	i	-1	27	i	i	1
51	Nn1c(SCC(=O)Nc2ccc3c(c2)OCCO3)nncc1=O	i	i	i	i	-1	i	-2	0	i	i	2
52	COc1ccc(Oc2ccc(/C=N/NC(=O)c3cccnc3)cc2[N+](=O)[O-])cc1	i	i	i	i	1	i	-9	2	i	i	-1
53	CCN(CC)C(=O)C1CC(=O)N(c2ccc(OC)cc2)C1c1ccc(OC)cc1 (stereo not drawn)	i	i	i	i	0	i	-9	2	i	i	-1
54	COc1ccc(N(C)S(=O)(=O)c2ccc3c(c2)NC(=O)CC(=O)N3)c(OC)c1	i	i	i	i	-5	i	-10	4	i	i	6
55	Cc1c(NC(=O)c2cccc(NC(=O)c3ccco3)c2)cccc1C(=O)O	i	i	i	i	3	i	-3	-2	i	i	0
56	Cn1nnc2cc(C(=O)Nc3cccnc3)ccc21	i	i	i	i	-1	i	-5	2	i	i	5
57	Cc1cc(C)c2c(N)c(C(=O)Nc3ccc(F)cc3)sc2n1	i	i	i	i	-3	i	-6	-1	i	i	-2
58	CCOC(=O)N1CCC(NC(=O)c2cccc3c2C(=O)N(CCOC)C3)CC1	i	i	i	i	0	i	-10	-1	i	i	-1
59	CC1CCCCC1NC(=O)C1CCC(CNS(=O)(=O)c2ccccc2)CC1 (stereo not drawn)	i	i	i	i	-4	i	-5	3	i	i	-1
60	COc1cc2c(cc1OC)C(C1C(=O)CC(C)CC1=O)N(C(=O)CCl)CC2 (stereo not drawn)	i	i	i	i	3	i	-6	-1	i	i	0
61	O=C(COc1cccnc1[N+](=O)[O-])N1CCc2ccccc21	i	i	i	i	1	i	1	2	i	i	nt
62	O=C1c2ccccc2-n2c1nc1ccccc1c2=O	i	i	i	i	0	i	-7	14	i	i	-1
63	O=c1c(Cl)c(NCc2ccc(F)cc2)cnn1C12CC3CC(CC(C3)C1)C2	i	i	i	i	3	i	-4	0	i	i	-4
